High-throughput results (PubChem)
FLuc stim CS: FLuc activators, initial screening, artefact control for FLuc-dependent activation tests, biochemical, ATPlite luminescence; AID 1027, 2008; 200,000 tested, under 10 active; ATPlite luciferase biochemical, 10 min; 0 = ATP-free wells, 1 = DMSO control; Luciferin 4-monooxygenase (Photinus pyralis), P08659; activation factor at 10 µM;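 active = luciferase activation factor, scaled between plate controls, of at least 2 with compound at 10 µM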
Target sequence (P08659 whole entry, looked up): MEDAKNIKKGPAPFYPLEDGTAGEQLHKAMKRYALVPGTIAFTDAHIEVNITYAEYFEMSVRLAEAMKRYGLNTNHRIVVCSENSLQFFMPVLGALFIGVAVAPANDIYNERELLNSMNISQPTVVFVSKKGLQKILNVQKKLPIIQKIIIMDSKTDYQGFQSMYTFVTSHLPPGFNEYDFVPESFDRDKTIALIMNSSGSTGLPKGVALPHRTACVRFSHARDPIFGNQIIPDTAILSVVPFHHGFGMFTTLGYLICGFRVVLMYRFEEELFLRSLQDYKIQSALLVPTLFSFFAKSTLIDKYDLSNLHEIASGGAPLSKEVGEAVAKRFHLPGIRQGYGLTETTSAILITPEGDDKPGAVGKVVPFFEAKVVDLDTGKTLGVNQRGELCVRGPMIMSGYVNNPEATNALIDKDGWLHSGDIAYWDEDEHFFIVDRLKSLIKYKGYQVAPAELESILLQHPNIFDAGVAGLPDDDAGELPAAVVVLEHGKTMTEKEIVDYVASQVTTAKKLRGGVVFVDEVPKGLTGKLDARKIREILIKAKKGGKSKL
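Assay system: Luciferase/luciferin detection reagent, cell-free biochemical luciferase assay / Also added: ATP substrate / Schedule: 10 min at ambient temperature / Measured by: luminescence measurement of luciferase light output / Benchmarks: low control with PBS replacing ATP, high control enzyme plus ATP without compound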
PMI act: activators of human PMI, primary screen, biochemical, fluorescence intensity, near-Km mannose 6-phosphate; activation factor at 20 µM; 190,000 compounds, 0.005% hits; purified human PMI, coupled resazurin fluorescence, 20 min; hits give high values; 1 = vehicle control, 0 substrate-free wells; Mannose-6-phosphate isomerase (Homo sapiens), P34949;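 active = activation factor of 2 or more at 20 µM, relative to plate controls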
Target sequence (P34949 whole entry, looked up): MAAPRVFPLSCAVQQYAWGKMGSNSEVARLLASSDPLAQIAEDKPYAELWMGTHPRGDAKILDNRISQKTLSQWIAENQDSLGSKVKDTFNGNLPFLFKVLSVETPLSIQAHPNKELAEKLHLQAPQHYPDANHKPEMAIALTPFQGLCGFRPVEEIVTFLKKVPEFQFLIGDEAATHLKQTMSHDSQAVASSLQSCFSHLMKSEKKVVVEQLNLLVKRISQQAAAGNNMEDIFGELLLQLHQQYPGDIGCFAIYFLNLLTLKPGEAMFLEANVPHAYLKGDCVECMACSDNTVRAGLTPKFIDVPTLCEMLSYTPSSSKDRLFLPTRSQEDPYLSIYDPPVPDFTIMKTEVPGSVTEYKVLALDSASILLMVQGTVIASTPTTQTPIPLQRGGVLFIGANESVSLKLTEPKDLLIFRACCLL
PMI act hi M6P: human PMI activators, high substrate, primary screen, biochemical, fluorescence intensity, near-saturating mannose 6-phosphate; 190,000 compounds, 0.34% hits; activation factor at 20 µM; coupled PMI enzyme assay, resazurin fluorescence, 20 min; hits give high values; 1 = untreated enzyme, 0 = substrate-free blank; Mannose-6-phosphate isomerase (Homo sapiens), P34949;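 active = activation factor of 2 or more at 20 µM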
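Test system – human PMI in coupled enzyme assay · Timing – 20 min incubation at room temperature · Detection – Diaphorase-driven resazurin-to-resorufin fluorescence, excitation 544, emission 590 nm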
TNAP inh noacc: human TNAP enzyme inhibitors, primary screen, biochemical, luminescent, no phosphate acceptor, uHTS; 200,000 compounds, 0.26% hits; Alkaline phosphatase, tissue-nonspecific isozyme (Homo sapiens), P05186; AID 1012, 2008; purified TNAP, CDP-star luminescence, 30 min; inhibition, % at 20 µM;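 active = tissue-nonspecific alkaline phosphatase inhibition above about 50% at 20 µM in the single-dose screen, limit read from the data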;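 also: 0% = DMSO negative control and 100% = EDTA positive control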
Diaph inh CS: diaphorase inhibitors and chemical oxidizers, primary screen, counter-screen for diaphorase-coupled primary assays, biochemical, uHTS, resorufin fluorescence. diaphorase resazurin-to-resorufin fluorescence, NADH, 16 min; bacterial (C. kluyveri) enzyme, not human. inhibition, % at 20 µM. 190,000 compounds, 0.69% hits;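 active = primary screen inhibition at 20 µM above a set limit, cut at about 50% in these data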;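 also: plate controls were DMSO with full reaction for no effect and wells lacking NADH for full effect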
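controls = No-NADH positive control and DMSO neutral control | system = Clostridium kluyveri diaphorase enzyme | timing = reaction incubation of 16 min at room temperature | signal = resorufin fluorescence 544/590 nm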
Efa HMGR inh: inhibitors of E. faecalis class II HMGR, primary screen, biochemical, Enterococcus faecalis; HMG-CoA reductase (Enterococcus faecalis, mvaE); purified E. faecalis HMGR, NADPH absorbance 340 nm kinetic; inhibition, % at 10 µM; 190,000 compounds, 0.41% hits;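 active = inhibition above a set limit, the median over all tested compounds plus 3 SD, cut at about 9.5% in these data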;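 also: enzyme runs in reverse so mevalonate oxidation gives rising NADPH absorbance; 0% = complete reaction with DMSO and 100% = background rate lacking mevalonate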
G6PDH counter: L. mesenteroides G6PDH inhibitors, counter-screen for G6PDH-coupled screening assays, biochemical, Leuconostoc mesenteroides enzyme | inhibition, % at 5 µM | Purified L. mesenteroides G6PDH, diaphorase/resazurin coupled fluorescence, 45 min | glucose-6-phosphate dehydrogenase [Leuconostoc mesenteroides] | 200,000 compounds, 0.12% hits; in the data active = inhibition above about 50%
Diaphorase act: compounds boosting diaphorase resazurin reduction – biochemical, uHTS, resorufin fluorescence, counter-screen for diaphorase-coupled primary assays, primary screen | Diaphorase/resazurin coupled assay, 16 min; hits give high values; 1 = vehicle wells, 0 = NADH-free wells | activation factor at 20 µM | 190,000 compounds, 0.005% hits;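 active = diaphorase activity raised at least twofold by the compound at 20 µM; inactive = activation factor below 2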
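Material: purified diaphorase enzyme from Clostridium kluyveri / Medium: HEPES pH 7.4 buffer with MgCl2 and Tween 20 / Schedule: enzyme reaction of 16 min at room temperature / Measured by: resorufin fluorescence, excitation 544 nm, emission 590 nm / Evaluation: rise in resorufin formation, marking diaphorase activation or chemical reduction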
TNAP inh hi DEA: human TNAP enzyme inhibitors, primary screen, biochemical, luminescent, high phosphate acceptor level, uHTS; inhibition, % at 20 µM; Alkaline phosphatase, tissue-nonspecific isozyme (Homo sapiens), P05186; purified TNAP, CDP-star luminescence, 1 M DEA; AID 1135, 2008; 200,000 compounds, 0.03% hits;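 active = over 50% inhibition of tissue-nonspecific alkaline phosphatase at 20 µM in the single-dose screen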;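 also: plate controls were DMSO wells for no effect and EDTA-quenched wells as full inhibition for full effect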
TNAP act hi DEA: TNAP activators at high phosphate acceptor level, primary screen, biochemical, luminescence, uHTS. purified TNAP, CDP-star luminescence, 1 M DEA, 30 min; hits give high values; 0 = EDTA background, 1 = DMSO-only activity. 200,000 tested, under 10 active. AID 1136, 2008. Alkaline phosphatase, tissue-nonspecific isozyme (Homo sapiens), P05186. activation factor at 20 µM;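 active = activation factor at least 2 at 20 µM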
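system = human TNAP | amount = enzyme diluted 1/800 final | reagent = 100 µM CDP-star substrate | signal = luminescent substrate turnover signal | dosing = one dose, 20 µM | benchmarks = EDTA negative control, DMSO positive control | measure = activation factor | timing = 30 min reaction, room temperature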
Numbers without * were called inactive; . = no result given. Outcome played no part in choosing rows; about 1.7% have a hit in one of these screens.

SMILES	FLuc stim CS	PMI act	PMI act hi M6P	TNAP inh noacc	Diaph inh CS	Efa HMGR inh	G6PDH counter	Diaphorase act	TNAP inh hi DEA	TNAP act hi DEA
CN(Cc1cccs1)C(=O)CCCc1c[nH]c2ccccc12	0.9	1	1	-10	6	-5	3	0.9	0	1
CCOc1ccc(N(CC(=O)Nc2nccs2)S(=O)(=O)c2c(C)noc2C)cc1	1.1	1	1	16	20	-6	6	0.8	-6	1.1
COc1cccc(C2/C(=C(/O)c3ccncc3)C(=O)C(=O)N2CCCN(C)C)c1 (stereo unspecified)	1	1.1	1.1	-14	2	.	0	1	-5	1.1
O=C1NC(=O)c2cc(NC(=O)C3CCCCC3)ccc21	1	0.9	0.9	-5	16	-5	4	0.8	-2	1
COc1cc(C2NCCc3c2[nH]c2ccccc32)ccc1OC(C)C (stereo unspecified)	1.1	.	.	-7	.	-4	14	.	-6	1.1
C/C(=N\NC(=O)CNc1cccc(Cl)c1C)C1CC1	1	1	1	-7	5	-4	18	1	-4	1
C=CCn1c(SCC(=O)Nc2nccs2)nnc1-c1ccco1	1	1.1	1.1	8	-12	-6	8	1.1	-5	1.1
COc1ccc(Cl)cc1NC(=O)c1c(-c2ccccc2)noc1C	1	1	1	-12	13	3	-3	0.9	-6	1.1
COc1cccc(Cn2cc(N)cn2)c1	1.1	.	.	2	.	0	14	.	5	0.9
CCCS(=O)(=O)n1nc(-c2ccccc2)cc1N	1.1	1	1	-1	-4	-8	-4	1	-7	1.1
O=C(O)CCc1ccc(-c2ccccc2)n1NC(=O)c1cccs1	1	0.9	0.9	-11	18	1	2	0.8	-9	1.1
O=C(CCCn1cnc([N+](=O)[O-])n1)Nc1cccc(Cl)c1Cl	1	0.9	0.9	-17	0	-4	12	1	-2	1
CCCOC(=O)C(C)n1cnc2sc(C)c(C)c2c1=O (stereo unspecified)	1	1	1	-14	12	0	-4	0.9	-2	1
Cc1ccc(-c2nc3ccccc3[nH]2)cc1NC(=O)/C=C/c1ccco1	0.8	0.5	0.6	-1	17	-1	3	0.8	-2	1
Cc1nc(NCc2cccnc2)c2c3c(sc2n1)CC(C)CC3 (stereo unspecified)	0.9	1.3	1	-5	17	-4	9	0.8	-5	1

Rewritten with bars between the fields: entries from further up
molecule | FLuc stim CS | PMI act | PMI act hi M6P | TNAP inh noacc | Diaph inh CS | Efa HMGR inh | G6PDH counter | Diaphorase act | TNAP inh hi DEA | TNAP act hi DEA
CCCS(=O)(=O)n1nc(-c2ccccc2)cc1N | 1.1 | 1 | 1 | -1 | -4 | -8 | -4 | 1 | -7 | 1.1
O=C(O)CCc1ccc(-c2ccccc2)n1NC(=O)c1cccs1 | 1 | 0.9 | 0.9 | -11 | 18 | 1 | 2 | 0.8 | -9 | 1.1
O=C(CCCn1cnc([N+](=O)[O-])n1)Nc1cccc(Cl)c1Cl | 1 | 0.9 | 0.9 | -17 | 0 | -4 | 12 | 1 | -2 | 1
CCCOC(=O)C(C)n1cnc2sc(C)c(C)c2c1=O (stereo unspecified) | 1 | 1 | 1 | -14 | 12 | 0 | -4 | 0.9 | -2 | 1
Cc1ccc(-c2nc3ccccc3[nH]2)cc1NC(=O)/C=C/c1ccco1 | 0.8 | 0.5 | 0.6 | -1 | 17 | -1 | 3 | 0.8 | -2 | 1

(further entries)
SMILES	FLuc stim CS	PMI act	PMI act hi M6P	TNAP inh noacc	Diaph inh CS	Efa HMGR inh	G6PDH counter	Diaphorase act	TNAP inh hi DEA	TNAP act hi DEA
Cc1cc2occ(CC(=O)NC3=NCCS3)c2cc1C(C)C	1.1	1	1	-7	21	-3	2	0.8	-7	1.1
CCn1cc(C(=O)NCc2ccccc2OC)c(=O)c2cc(S(=O)(=O)N(C)C)ccc21	1	0.8	0.9	-1	32	2	-18	0.7	4	1
c1ccc2c3nnc4n(c-3nc2c1)CCCS4	1	1	1	6	22	1	2	0.8	0	1
CC(C)=CC(=O)Nc1nnc(-c2ccccc2C)s1	1.1	1	1.1	-4	5	-6	15	1	-1	1
O=[N+]([O-])c1cc(S(=O)(=O)N2CCCC2)ccc1NN=C1CCCC1	1	1	1.1	2	17	-5	-2	0.8	8	0.9
O=C(NCc1ccc(F)cc1)C(=O)NCC1OCCN1S(=O)(=O)c1cccs1 (stereo unspecified)	1.1	1	1	-4	12	5	14	0.9	-2	1
CNC(=O)C1(C)C=CCN1C(=O)c1ccccc1 (stereo unspecified)	1.1	1.1	1.1	-10	5	6	8	0.9	-4	1
CCCCCOC(=O)Cc1c(O)c2ccccc2n(C)c1=O	1	1	0.9	-7	19	-6	2	0.8	-5	1.1
COc1ccccc1NC(=O)CN1CCSc2ccccc21	1	1.2	1.1	-10	3	1	-2	1	2	1
CCOC(=O)c1c(NC(=O)CSc2nnnn2CC)sc(C)c1C	1.1	1	0.8	-10	22	-1	-5	0.8	-9	1.1
CC(=O)c1ccc(OCC(O)CN2CCC(C)CC2)cc1 (stereo unspecified)	1	1	1	-12	3	5	10	1	-5	1
Cc1ccc(NC(=O)NNC(=O)C2CC(c3cccnc3)=NO2)cc1 (stereo unspecified)	1	1	1	-28	-5	-3	14	1	-6	1.1
COc1ccc(-c2noc(-c3ccoc3C)n2)cc1	0.7	0.9	1	1	18	0	12	0.8	-1	1
O=C(Nc1ccc(N2C(=O)C3C4C=CC(C4)C3C2=O)cc1)Nc1nnc(C(F)(F)F)s1 (stereo unspecified)	1	1	0.9	-18	17	5	-1	0.8	-6	1.1
CCOC(=O)COc1cccc2c(=O)n(CC(=O)NCCc3ccc(OC)c(OC)c3)ccc12	1	0.9	0.8	-8	16	0	13	0.8	0	1
CCn1nc(-c2ccccc2)c2nc3ccccc3nc21	1.1	0.9	0.8	-4	22	4	2	0.8	-4	1
COc1ccc(/C(C)=N/OC/C(O)=C(\C#N)c2nc3ccccc3[nH]2)cc1	1.1	0.9	1	-4	13	-1	-11	0.9	-2	1
Cc1ccc(C)c(-c2cc(C(=O)Nc3sc(C)c(C)c3C(N)=O)c3ccccc3n2)c1	1	0.9	0.9	-2	21	-4	3	0.8	-1	1
Cc1ccc(C(CC(=O)NCc2ccco2)c2ccccc2)c(O)c1 (stereo unspecified)	1.1	1	1	-15	8	1	0	0.9	-2	1
CCn1ccnc1[C@@H]1C[C@H]2CN(Cc3ccccc3OC)C(=O)[C@]23CCCN13	1	1	1.1	0	12	-1	11	0.9	4	1
S=c1nc(-c2ccccc2)[nH]c2ccccc12	1.1	1	1.1	-14	66*	-5	-1	0.3	-3	1
CCS(=O)(=O)n1nc(-c2ccc(Cl)cc2)nc1SCc1ccccc1	1	1	1.3	62*	18	6	0	0.8	-3	1
COc1ccccc1C(=O)Nc1ccc(N2CCN(C(C)=O)CC2)cc1	1	1	1	-1	5	-9	12	0.9	-2	1
Cc1cc(C)cc(Oc2nn[nH]n2)c1	1.1	1	1	-8	-1	1	6	1	-3	1
CCCN1C2CCCC1CC(NC(=O)c1ccccc1OCC)C2 (stereo unspecified)	1	1	1	-6	9	-2	0	0.9	2	1
COc1ccccc1N(CC(=O)N/N=C/c1ccc(OCC(=O)NCc2ccco2)cc1)S(=O)(=O)c1ccc(C)cc1	1	0.9	0.9	11	29	0	13	0.7	-11	1.1
Clc1cncc(Cl)c1N/N=C/c1ccncc1	0.8	0.9	1	-1	9	4	-14	0.9	-2	1
COC(=O)c1cccc(S(=O)(=O)N2CCC(n3nnc4cc(F)ccc43)CC2)c1	1	0.9	1	-5	1	-1	4	1	-3	1
Cc1nnc(NC(=O)CSc2nnc(Cc3cccn3C)n2-c2cccc(C(F)(F)F)c2)s1	1	0.9	1	-12	11	-4	-15	0.9	-4	1
CC1(C)CC(=O)CC(=O)/C1=N\Nc1c(Cl)cc(Cl)cc1Cl	1	1	1	1	10	-3	-10	0.9	4	1
CC(C)c1ccc(C2CC(c3ccc(Br)cc3)=NN2C(N)=S)cc1 (stereo unspecified)	1	0.9	1	-2	17	-1	-2	0.8	4	1
Cc1cc(=O)oc2cc(NC(=S)NCc3ccccn3)ccc12	1	1	0.9	-13	13	0	-4	0.9	-5	1.1
CCC(=O)N/N=C(\C)CC(=O)Nc1ccc2c(c1)OCCO2	1.1	1	1	-12	13	0	2	0.9	-8	1.1
COc1ccc(C)cc1NC(=O)c1[nH]c(C)c(C(C)=O)c1C	1	0.9	0.9	-7	14	5	2	0.9	-3	1
COc1ccc2nc(C)cc(SCC(=O)N/N=C/c3ccc(O)cc3O)c2c1	1	1	1.1	-82	-2	-7	-20	1	4	1
Cc1ccc(C(=O)NNC(=O)CNc2cccc(Cl)c2)cc1	1.1	1	1	-125	17	-9	6	0.8	-6	1.1
COC(=O)[C@H](C)NC(=O)Nc1ccc(Oc2ccccc2)cc1	1	0.9	0.9	-7	14	0	7	0.9	-5	1
COc1cc(C(=O)NCc2cc(C)nc3ccccc23)cc(OC)c1OC	1	1.3	1.3	1	-4	-3	0	1	-1	1
CCN(CC)CCCNC(=O)Cn1cnc2ccc(S(=O)(=O)N3CCC(C)CC3)cc2c1=O	1	1.1	1	-3	-2	-3	3	1	-2	1
COc1cc(NC(=O)Cc2nn(C)c(=O)c3ccccc23)cc(OC)c1OC	1.1	0.9	0.8	-10	7	-4	2	0.9	-3	1
COc1ccc(-n2cc(C(=O)c3cc(Cl)ccc3O)cc(C#N)c2=O)cc1	1	1	1	-9	11	-4	2	0.9	2	1
NNC(=O)CNc1cccc(Cl)c1	1.1	1	1	-10	-12	-1	8	1.1	-5	1
O=C(Cn1cncn1)NCc1cccc(C(F)(F)F)c1	1	0.9	0.9	-6	8	-2	6	0.9	0	1
CC(=O)N1CCN(c2nc(-c3cccs3)nc3ccccc23)CC1	1	0.9	1	-10	18	-1	2	0.8	0	1
